Source: PubChem (Broad Institute)
RAD52 anneal inh = RAD52 DNA annealing inhibitors, primary screen, biochemical, FRET, single point, set 2; DNA repair protein RAD52 homolog (Homo sapiens), P43351; actives 0.46% (n = 360,000); recombinant RAD52 DNA annealing, FRET fluorescence; AID 651710, 2012; inhibition, % at 18.7 µM;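 active = every replicate showing at least 50% inhibition; inconclusive = mean inhibition at least 50% but not in every replicate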
Target sequence (P43351 whole entry, looked up): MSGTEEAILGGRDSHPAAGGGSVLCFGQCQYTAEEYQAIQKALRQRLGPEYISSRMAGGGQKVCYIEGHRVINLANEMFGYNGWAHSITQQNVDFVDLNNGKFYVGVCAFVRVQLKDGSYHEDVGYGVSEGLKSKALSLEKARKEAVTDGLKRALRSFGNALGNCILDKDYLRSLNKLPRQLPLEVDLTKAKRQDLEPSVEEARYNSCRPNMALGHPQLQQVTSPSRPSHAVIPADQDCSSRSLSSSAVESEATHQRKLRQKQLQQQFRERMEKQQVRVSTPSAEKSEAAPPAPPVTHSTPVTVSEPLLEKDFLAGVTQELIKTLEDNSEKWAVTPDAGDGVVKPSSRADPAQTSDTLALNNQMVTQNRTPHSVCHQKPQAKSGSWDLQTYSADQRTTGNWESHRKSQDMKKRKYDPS
RAD54 branch = inhibitors of human RAD54 branch migration, primary screen, biochemical, fluorescence, single point. actives 0.14% (n = 360,000). inhibition, % at 10.4 µM. RAD54 Holliday junction branch migration, FAM/BHQ fluorescence;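 active = mean normalized replicate activity at least 40 and at least half of replicates scoring 40 or more; inconclusive = only one of the two criteria met; inactive = mean below 40 and under half of replicates reaching 40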;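 note: 0% = median of neutral control wells and 100% = median of positive control wells; inhibitors cause a drop in the FAM fluorescence signal; in these data hits start at about 50%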
F508del corr = F508del CFTR correction, initial screen, CFBE line, single point | CFBE cells, YFP halide quenching; stimulated with forskolin plus potentiator P3; % fluorescence drop versus neutral controls | activity (quench increase), % at 7.58 µM | actives 0.36% (n = 350,000) | AID 720511, 2013;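 active = mean added fluorescence quench of at least 8% versus neutral control, with both replicates also reaching 8%; inconclusive = only one of the mean or replicate conditions met; inactive = mean below 8% and not both replicates reaching 8%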;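 note: cells transiently co-express mutant CFTR-F508del with the halide-sensitive YFP; corrector assay measuring rescue of mutant channel to the surface after 24 h compound exposure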
E-selectin induc = E-selectin induction in HUVECs, primary screen, imaging, HUVEC, immunofluorescence imaging, single point. P16581. normalized: neutral wells 0, TNF-alpha wells 100. activation, % at 7.58 µM. actives 0.37% (n = 260,000);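 active = mean E-selectin-positive cell signal at least 10% of the positive control, reached in at least 60% of replicates, without over 20% cell loss; inconclusive = no rule given, readout overlaps actives, possibly toxicity-flagged; inactive = the rest, including those meeting only one limit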;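 note: in these data hits start at about 27%; measured in HUVEC primary endothelial cells; signal is the percent of cells scored E-selectin positive by PE staining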
Target sequence (P16581 whole entry, looked up): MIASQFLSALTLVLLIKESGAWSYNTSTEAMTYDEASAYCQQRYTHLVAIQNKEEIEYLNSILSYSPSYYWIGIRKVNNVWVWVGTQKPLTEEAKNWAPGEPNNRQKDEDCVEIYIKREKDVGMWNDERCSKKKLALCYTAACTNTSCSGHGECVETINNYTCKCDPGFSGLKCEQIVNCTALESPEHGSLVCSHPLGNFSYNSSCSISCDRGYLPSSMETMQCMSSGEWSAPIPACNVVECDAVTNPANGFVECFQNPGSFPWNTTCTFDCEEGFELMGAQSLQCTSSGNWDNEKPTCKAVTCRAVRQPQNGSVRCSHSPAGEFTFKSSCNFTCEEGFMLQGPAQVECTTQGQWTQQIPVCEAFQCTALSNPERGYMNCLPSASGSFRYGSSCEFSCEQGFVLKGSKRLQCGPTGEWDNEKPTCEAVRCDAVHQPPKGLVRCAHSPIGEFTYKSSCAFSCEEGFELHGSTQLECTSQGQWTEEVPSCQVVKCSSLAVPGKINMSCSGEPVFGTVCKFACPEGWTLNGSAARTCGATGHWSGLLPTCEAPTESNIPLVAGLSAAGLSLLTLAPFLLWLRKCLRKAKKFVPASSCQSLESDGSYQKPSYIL
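Test system: HUVEC; input: 3,000 HUVEC/well; measured by: immunofluorescence imaging; read-out: % PE-positive cells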
GSIS activator = GLuc luminescence reporter in INS-1E cells, primary screen for activators of glucose-dependent secretion of insulin; activation, % at 16.6 µM; actives 0.61% (n = 370,000); INS-1E GLuc reporter insulin secretion, 2-3 h;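 active = lowest replicate activation of at least 40%, so every replicate reaches that level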;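 note: 0% = median of neutral control wells and 100% = median of IBMX positive control wells; some compounds called inactive have numbers as strong as hits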
Casp6 inh = human caspase-6 inhibitors, primary screen, biochemical, VEID-R110 fluorescence, single point, set 2; P55212; purified caspase-6, Z-VEID-R110 cleavage fluorescence; inhibition, % at 12.5 µM; actives 0.53% (n = 350,000); AID 686996, 2013;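 active = mean inhibition across replicates at least about 35%, with every replicate also reaching that limit, limit read from the data; inconclusive = only one of the two criteria met; inactive = neither criterion met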;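 note: 0% = median of neutral control wells and 100% = no fluorescence left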
DENV2 CPE = inhibitors of DENV2 cytopathic effect, primary screen, cell-based, plate reader, single concentration. actives 1.7% (n = 350,000). AID 651640, 2012. CPE inhibition, % at 9.99 µM. DENV2-infected cells, cytopathic effect rescue; in the data active = CPE inhibition above about 20%, passing the limit was not always enough; inconclusive = no clear call, values can overlap the other calls; tested in BHK-21 cells;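 note: 0% = median of neutral control wells and 100% = median of positive control wells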
XiGFP reactiv = activators of inactive X chromosome reactivation, primary screen, imaging, XiGFP fibroblasts, GFP high-content imaging, set 2; actives 0.055% (n = 360,000); activation, % at 7.58 µM; AID 743238, 2013; XiGFP mouse fibroblasts, % GFP-positive cells imaging, 3 d; cells co-treated with 5-aza-dC sensitizer; scaled so ellipticine positive control = 100%;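 active = mean normalized replicate activation at least 10% and every replicate at or above 10%; inconclusive = only one of the two criteria met; inactive = mean below 10% and not all replicates reach 10%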;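 note: 0% = median of on-plate neutral control wells and 100% = ellipticine 6 µM median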
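System: SV40-immortalized XiGFP fibroblast cells, line 68-5-11 / Incubation: 3-day compound exposure, then 15 min fixation at room temperature / Compound: single concentration per compound, delivered by pin transfer / Buffer or medium: DMEM plus 5-aza-dC sensitizer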
Starred values were filed as active, the others as inactive; ? = inconclusive; . = not tested or not shown; & = joins results of further samples. An unsorted share of the library; 3.7% or so of the library scored in one or more.

Start of the listing, in advance (2 entries):
SMILES	RAD52 anneal inh	RAD54 branch	F508del corr	E-selectin induc	GSIS activator	Casp6 inh	DENV2 CPE	XiGFP reactiv
CCNC(=O)Nc1ccc2c(c1)C(=O)N(C)[C@@H]1CC[C@@H](CC(=O)NCc3ccccc3F)O[C@H]1CO2	2	6	0.3	0.0	0	-2	14	0.5
Cc1cc(N/N=C/c2cccc(F)c2)nc(NCc2ccccc2)n1	-51	.	-3.0	13	6	-2	-13	0.4

All compounds of this part (from the top)
SMILES	RAD52 anneal inh	RAD54 branch	F508del corr	E-selectin induc	GSIS activator	Casp6 inh	DENV2 CPE	XiGFP reactiv
CCNC(=O)Nc1ccc2c(c1)C(=O)N(C)[C@@H]1CC[C@@H](CC(=O)NCc3ccccc3F)O[C@H]1CO2	2	6	0.3	0.0	0	-2	14	0.5
Cc1cc(N/N=C/c2cccc(F)c2)nc(NCc2ccccc2)n1	-51	.	-3.0	13	6	-2	-13	0.4
CC(=O)Nc1ccc(-c2ccnc3c2CC(C)(C(=O)Nc2ccc(F)c(Cl)c2)O3)cc1 (centres undefined)	-11	6	-2.4	0.2	-16	.	1	-0.1
CO[C@@H](CN(C)S(=O)(=O)c1ccc(C)cc1)[C@@H](C)CN([C@H](C)CO)S(=O)(=O)c1cccc(Cl)c1	-1	-1	4.0	0.2	-25	-1	2	0.3
C[C@H]1CN([C@@H](C)CO)C(=O)c2cc(NC(=O)Cn3cnnn3)ccc2O[C@H]1CN(C)C(=O)Nc1ccc2c(c1)OCO2	22	0	-2.6	-0.2	11	-3	6	0.0
CCOC(=O)c1cc2c(ccn2C)n1CC(=O)N1CCN(c2ccc(F)cc2)CC1	-4	.	-0.2	.	1	0	4	.
CC(=O)N(c1ccc(C)cc1)c1nc(C)cc(C)c1C#N	-6	-2	1.0	0.3	9	-3	3	0.0
C/C=C/c1ccccc1[C@H]1[C@@H](C#N)N(C(=O)CN2CCOCC2)[C@@H]1CO	-7	.	0.1	0.1	11	2	39*	0.0
Fc1ccc(N2CCN(Cc3cn[nH]c3-c3ccccc3)CC2)cc1	-7	.	-2.1	.	.	3	-4	0.0
COc1ccc(S(=O)(=O)N(C)C[C@H]2Oc3ccc(NC(=O)CCCN(C)C)cc3CC(=O)N([C@@H](C)CO)C[C@@H]2C)cc1	-15	5	-1.2	-0.1	19	-2	19	0.2
Cc1ccc(/C=C2\SC(=S)N(CC3CCCO3)C2=O)o1 (centres undefined)	-216	.	.	.	-13	17	3	0.2
CC1CCN(c2nc(CN3CCCCC3)nc3scc(-c4ccccc4)c23)CC1	.	5	.	-1.1	5	.	.	-0.1
CNC(=O)c1csc(-c2ccc(Cl)cc2)n1	6	.	-2.8	.	1	-3	16	0.1
O=C(C[C@H]1CC[C@H]2[C@@H](COC[C@@H](O)CN2S(=O)(=O)c2ccc(F)cc2)O1)N[C@H]1CCN(Cc2ccccc2)C1	7	-2	2.1	0.0	4	-1	-2	0.0
CCCN1C(=O)c2[nH]nc(-c3ccccc3)c2C1c1ccc(F)cc1 (centres undefined)	-6	.	-2.7	-0.1	1	2	3	0.3
O=C(CN1CCOCC1)NN1CC(=O)N(c2ccc(Cl)cc2)CC1=O	-20	.	.	.	0	4	-2	0.4
COc1ccc(CCNC(=O)CSCc2ccc([N+](=O)[O-])cc2)cc1	.	-7	.	0.4	-4	.	.	0.0
COc1ccc(NC(=O)N2CCCCN3[C@H](CO)[C@H](c4ccc(C#CCC(C)C)cc4)[C@@H]3C2)cc1	-8	14	-0.5	-0.6	-17	3	?	0.3
Cc1ccc(S(=O)(=O)N(C)C[C@H]2Oc3ccc(NC(=O)c4ccncc4)cc3CC(=O)N([C@H](C)CO)C[C@@H]2C)cc1	12	14	-0.1	0.7	44	-2	-5	-0.1
CCNC(=O)COC(=O)c1ccc(-n2nc(C)cc2C)cc1	-8	-5	-1.4	0.0	4	.	-1	0.3
COc1ccc(NC(=O)[C@@H](NC(=O)N2C[C@H]3C[C@@H](C2)c2cccc(=O)n2C3)C(C)C)cc1OC	-3	-11	-4.3	.	-3	0	-7	.
Cc1ccc(Nc2cc(C)c3ccc(O)cc3n2)cc1C	-1	2	-5.6	.	.	14	-6	-0.7
Cc1noc(C)c1NC(=O)Nc1ccc2c(c1)CC(=O)N([C@H](C)CO)C[C@H](C)[C@@H](CN(C)C(=O)Nc1c(C)noc1C)O2	0	0	-3.1	0.0	10	.	2	0.2
O=C(OCC(=O)N1CCCC1=O)c1cccc([N+](=O)[O-])c1	-5	-2	2.4	-1.1	16	0	-5	0.0
C=CCNCCCOc1ccc(C(C)(C)c2ccccc2)cc1	22	4	0.5	1.3	-7	-9	20	-0.1
COc1ccc(COc2cccnc2N)cc1	-13	19	-2.6	0.1	.	1	-1	0.0
COc1ccc(C2C(C(=O)N3CCN(c4ccccn4)CC3)CCC(=O)N2c2cc(OC)c(OC)c(OC)c2)cc1 (centres undefined)	-7	7	-1.9	3.1	20	1	-1	.
O=C(CN1CCN(Cc2ccc(Cl)cc2)CC1)N/N=C/c1cccs1	-7	-7	1.6	-0.1	2	-1	7	0.3
CSc1ccc(C(=O)C2CCCN(C(=O)CCn3cncn3)C2)cc1 (centres undefined)	-5	-18	3.7	-1.0	14	-2	17	-0.1
CCC(=O)N1c2ccc(S(=O)(=O)N3CCN(c4ccccc4Cl)CC3)cc2CC1C (centres undefined)	8	-7	-0.2	0.0	-1	-1	-1	0.0
CC(=O)Nc1ccc2nc(NC(=O)c3ccco3)sc2c1	-16	-1	1.4	.	-9	1	-5	0.0
CN1/C(=C\C(=O)c2cccc([N+](=O)[O-])c2)Sc2ccccc21	-22	2	0.0	.	10	-1	3	0.2
CCOC(=O)c1c(C)[nH]c(C(=O)OCC(=O)N(CC(C)C)C2CCS(=O)(=O)C2)c1C (centres undefined)	-5	-5	4.0	1.8	7	1	1	0.0
O=C(O)c1ccc(Nc2ccc3nonc3c2[N+](=O)[O-])cc1	-37	1	0.3	.	8	1	-3	0.0
CC(=O)Nc1cc2c(cc1Cl)-c1ccccc1C2O (centres undefined)	-6	9	-6.0	0.2	.	0	2	-0.3
CCNC(=O)C[C@H]1CC[C@@H]2[C@H](COC[C@H](O)CN2C(=O)c2cc(Cl)cc(Cl)c2)O1	.	1	1.1	0.1	-6	.	-3	0.7
COc1ccc(Nc2nc3ccccc3c(=O)[nH]2)cc1	-1	-6	0.6	.	5	-1	2	-0.1
C[C@@H](O)C#Cc1ccc([C@@H]2[C@H]3CN(CC4CC4)CCCCN3[C@H]2CO)cc1	-7	4	0.4	-0.3	5	2	9	0.1
CC(C)(C)NC(=O)COC(=O)C1c2ccccc2Oc2ccccc21	2	4	-1.4	.	1	-1	-4	0.1
COc1ccc(S(=O)(=O)Nc2cccc3c2O[C@@H](CN(C)S(=O)(=O)c2ccc(C)cc2)[C@H](C)CN([C@@H](C)CO)C3=O)cc1	.	4	1.0	-0.1	5	.	11	0.4
CO[C@H]1CN(C)C(=O)c2cc(NC(C)=O)ccc2OC[C@H](C)N(Cc2cccc(F)c2)C[C@H]1C	-7	-5	-0.3	-0.2	2	-1	-1	0.0
Cc1ccc(CC(=O)c2ccc(Cl)cc2)cc1	-5	4	-1.1	0.1	4	1	?	0.0
CC(CC(=O)Nc1ccc(F)cc1F)S(=O)(=O)c1ccc2c(c1)NC(=O)CO2 (centres undefined)	-8	4	0.4	.	14	-3	?	0.0
O=S(=O)(NCCCN1CCOCC1)c1ccc2c(c1)OCCO2	-6	.	-1.7	.	-4	4	5	0.0
CC(C)CCN1CCN(Cc2cccc(C(F)(F)F)c2)CC1CCO (centres undefined)	-3	.	0.0	4.7	3	2	-1	.
O=C(OCc1cc(=O)oc2cc(O)ccc12)c1cc(S(=O)(=O)N2CCOCC2)ccc1F	-15	-12	3.2	.	20	1	8	0.0
CN1[C@@H]2Cn3c(ccc(-c4ccccc4)c3=O)[C@H]1[C@@H](C(=O)NCC1CC1)[C@@H]2CO	9	-1	0.2	-0.4	12	2	5	0.1
Cc1ccc(S(=O)(=O)Nc2cccc3c2O[C@@H](CN(C)Cc2ccc(C(F)(F)F)cc2)[C@H](C)CN([C@H](C)CO)C3=O)cc1	-12	2	-3.6	-0.3	-11	1	20	-1.2
O=C(CNC(=O)c1ccccc1)NCCCSc1ccccc1	-15	1	0.0	1.4	-1	-7	-10	0.1
COc1ccc(NCC(=O)N2CCCC2)cc1Cl	-5	.	-2.9	1.1	7	-3	.	0.1
Cc1ccc(C(=O)OCC(=O)N(C)c2c(N)n(Cc3ccccc3)c(=O)[nH]c2=O)s1	-19	3	-0.5	-0.4	23	1	36*	-0.6
CC(=O)c1cccc(OCC(O)CNCCOc2ccc(C)cc2)c1 (centres undefined)	10	7	-1.2	2.1	6	0	-1	0.1
C[C@H]1CN([C@@H](C)CO)C(=O)c2cc(C#Cc3ccccc3F)cnc2O[C@@H]1CN(C)C(=O)C1CCC1	8	12	-6.3	0.1	-12	1	11	-0.6
CCCCc1ccc(S(=O)(=O)NC2CCS(=O)(=O)C2)cc1 (centres undefined)	5	.	2.4	.	-13	-3	4	-0.2
Cc1ccc(S(=O)(=O)N(C)C[C@@H]2Oc3c(NC(=O)Nc4ccccc4)cccc3C(=O)N([C@H](C)CO)C[C@H]2C)cc1	-11	-3	-4.1	0.1	-6	4	6	-0.2
Cc1cccc(NC(=O)C(C)n2cc([N+](=O)[O-])cn2)n1 (centres undefined)	-5	.	1.6	-1.8	14	-1	5	0.0
CCOC(=O)C1CCN(C(=O)c2ccc3c(c2)NC(=O)/C(=C\c2ccc(C)cc2)S3)CC1	-152	-11	0.3	.	4	-2	-9	-0.1
Cc1ccc(N2CCN(C(=S)Nc3ccccc3)CC2)cc1	8	.	-4.6	.	-8	-4	?	-0.2
Cc1cc(CNC(=O)C2CCC(=O)N(Cc3cccc(C(F)(F)F)c3)C2)no1 (centres undefined)	5	2	0.6	-4.2	15	4	2	0.1
Cc1cc(C(=O)COC(=O)c2ccc(NC(=O)CC#N)cc2)c(C)n1CC(F)(F)F	-144	4	-0.8	0.4	18	1	-1	0.4
Next section.
SMILES	RAD52 anneal inh	RAD54 branch	F508del corr	E-selectin induc	GSIS activator	Casp6 inh	DENV2 CPE	XiGFP reactiv
COc1cccc(CNC(=O)C[C@@H]2C=C[C@H](NC(=O)C3CC3)[C@H](CO)O2)c1	0	-2	-2.6	-0.2	11	-2	3	-0.1
C=CCn1c(C)cc(-c2csc(NC(=O)CCc3nc4ccccc4c(=O)[nH]3)n2)c1C	-2	9	2.4	9.7	8	0	12	0.0
COc1ccc(S(=O)(=O)N(C)C[C@H]2Oc3ncc(C#CC4(O)CCCC4)cc3C(=O)N([C@@H](C)CO)C[C@@H]2C)cc1	-14&2	1&9	0.9&1.2	0.1	-5&0	2&-3	-11&-2	-0.3
O=C(CSc1nnc(-c2ccccn2)n1Cc1ccccc1)N1CCOCC1	-12	2	4.8	.	8	1	-1	0.0
